NPY1 pot ag: potentiators or agonists of human neuropeptide Y receptor Y1; activation, % at 3.6 µM; actives 0.37% (n = 220,000); P25929; NPY-Y1 expressing cells, potentiator/agonist activation; in the data active = activation above about 33%, passing the limit was not always enough;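 note: cells stimulated with NPY at EC10 then isoproterenol at EC100; 0% = low agonist plus stimulus and 100% = saturating agonist plus stimulus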
TRPML3 ag: agonists of human TRPML3 channel | Q8TDD5 | HEK293 TRPML3-YFP, Fluo-8 calcium fluorescence; 100% = the carbachol control signal | activation, % at 3 µM | actives 0.29% (n = 220,000);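 active = activation above its plate's cutoff, the mean activation of the plate's test wells plus 3 SD, cut at about 12% in these data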;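 note: 0% = DMSO only wells and 100% = carbachol wells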
Target sequence (Q8TDD5 whole entry, looked up): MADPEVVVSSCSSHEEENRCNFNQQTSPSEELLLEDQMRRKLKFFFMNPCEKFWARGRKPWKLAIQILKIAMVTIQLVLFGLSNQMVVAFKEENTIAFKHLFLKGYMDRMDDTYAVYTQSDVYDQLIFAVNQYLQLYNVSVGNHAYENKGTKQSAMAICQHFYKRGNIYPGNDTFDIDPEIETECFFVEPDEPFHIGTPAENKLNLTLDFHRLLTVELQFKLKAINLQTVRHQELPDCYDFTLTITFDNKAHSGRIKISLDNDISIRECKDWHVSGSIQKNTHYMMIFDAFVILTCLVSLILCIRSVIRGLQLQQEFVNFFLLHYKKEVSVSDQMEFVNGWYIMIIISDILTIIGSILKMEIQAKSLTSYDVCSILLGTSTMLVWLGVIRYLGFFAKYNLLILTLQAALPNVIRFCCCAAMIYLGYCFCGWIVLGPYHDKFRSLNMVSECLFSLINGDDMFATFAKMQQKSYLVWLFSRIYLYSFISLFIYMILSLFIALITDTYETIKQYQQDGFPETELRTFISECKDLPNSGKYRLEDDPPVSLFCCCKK
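Test system: HEK293 cells stably carrying human TRPML3-YFP; Doses: single dose, 3 µM final nominal compound, 0.3% DMSO final; Schedule: dye loading 1 h 37 °C then 30 min ambient, 125 s read; Technique: Fluo-8 calcium fluorescence; Benchmarks: high control carbachol 87 µM, low control DMSO.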
PGE2 EP2 inh: blocks the human prostaglandin E2 receptor EP2 | C6 glioma cells expressing human EP2, cAMP TR-FRET; cells stimulated with saturating PGE2 | inhibition, % at 25 µM | actives 0.52% (n = 260,000) | AID 1422;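 active = percent inhibition above 40 after rounding to a whole number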;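 note: rat C6 glioma host cells with rolipram phosphodiesterase inhibitor present; the protocol text gives 20 µM as final concentration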
PPC-1+TRAIL kill: kills PPC-1 cancer cells in the presence of TRAIL; cell killing (% activity), % at 4 µM; actives 0.41% (n = 220,000); PPC-1 cells + TRAIL, ATPLite viability luminescence; AID 1443;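 active = cell killing above 50% in the first pass at 4 µM, then a duplicate retest at 5 µM averaging 50% or more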;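 note: plate controls were cells with TRAIL plus DMSO for no effect and medium-only wells lacking cells for full effect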
CHOP inhibitor: inhibitors of CHOP induction in ER stress response; CHO-K1 CHOP-promoter luciferase, tunicamycin-induced, 15-18 h; inhibition, % at 10 µM; actives 3.8% (n = 220,000);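 active = compounds that reduced the stress-induced luciferase reporter signal by more than about 70% of percent inhibition, limit read from the data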;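 note: 0% = tunicamycin plus vehicle and 100% = wells without tunicamycin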
EP2 mod: modulators of human EP2 prostaglandin E2 receptor; P43116; EP2-expressing cells, cAMP HTRF FRET, PGE2 co-stimulation; induction, % at 25 µM; actives 0.83% (n = 260,000);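 active = compounds whose cAMP rise, as percent of the full-agonist control response, exceeds 60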;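 note: rat C6 glioma line stably carrying human EP2 under a CMV promoter; the protocol text gives 20 µM as final concentration; 100% = response of wells given 1 µM PGE2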
NPY Y1 blocker: blocks the human neuropeptide Y Y1 receptor; P25929; inhibition, % at 3.6 µM; AID 1040; HEK293-CNG Y1 cells, membrane potential fluorescence; NPY at EC95, then isoproterenol; actives 1% (n = 200,000);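 active = inhibition above the campaign mean inhibition of all tested compounds plus 3 SD, cut at about 20% in these data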;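 note: 0% = DMSO wells given NPY plus isoproterenol and 100% = isoproterenol alone without NPY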
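System: HEK293 cells with Y1 receptor plus CNG channel / Probe or stimulus: NPY 25 nM then isoproterenol 1 µM plus Ro 20-1724 25 µM / Compound: one concentration, 3.6 µM, in 0.4% DMSO / Schedule: compound incubation 1 h at room temperature, readout 45 min post-stimulation / Measured by: membrane potential fluorescence / Read-out: % inhibition of NPY effect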
14-3-3 Bad inh: disrupts binding of bovine 14-3-3 zeta to phospho-Bad peptide; P63103; TR-FRET 14-3-3zeta/Dy647-pBad peptide displacement, 1 h; inhibition, % at 21.7 µM; actives 0.71% (n = 220,000);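 active = inhibition above about 70%, limit read from the data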;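 note: 0% = full 14-3-3 plus peptide FRET controls and 100% = background without 14-3-3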
Target sequence (P63103 whole entry, looked up): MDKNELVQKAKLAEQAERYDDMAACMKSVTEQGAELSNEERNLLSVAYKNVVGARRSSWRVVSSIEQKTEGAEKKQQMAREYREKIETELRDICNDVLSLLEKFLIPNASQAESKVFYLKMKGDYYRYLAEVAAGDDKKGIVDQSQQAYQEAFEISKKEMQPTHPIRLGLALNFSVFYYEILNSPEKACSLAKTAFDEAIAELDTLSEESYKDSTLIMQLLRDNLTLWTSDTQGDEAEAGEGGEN
TRPN1 ag: agonists of zebrafish TRPN1 channel. HEK293 zebrafish TRPN1-YFP, Fluo-8 calcium fluorescence; 100% = response to 87 µM carbachol. activation, % at 3 µM. actives 0.18% (n = 220,000). AID 1424;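 active = activation above its plate's cutoff, the mean activation of test wells on that plate plus 3 SD, cut at about 19% in these data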;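 note: 0% = DMSO alone and 100% = 87 µM carbachol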
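Control set: carbachol 87 µM as high control, DMSO as low control; system: HEK293 stable line with zebrafish TRPN1-YFP; read-out: % activation versus carbachol response; detection: intracellular calcium fluorescence with Fluo-8; doses: single test compound dose, 3 µM nominal, 0.3% DMSO; schedule: dye 1 h 37 °C plus 30 min RT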
* = called active by the depositor; . = not tested or not shown; [ ] = dose if it differs, or a comment.

molecule	NPY1 pot ag	TRPML3 ag	PGE2 EP2 inh	PPC-1+TRAIL kill	CHOP inhibitor	EP2 mod	NPY Y1 blocker	14-3-3 Bad inh	TRPN1 ag
COC(=O)C1CCN(C(=O)CSc2nnc(-c3ccncc3)o2)CC1	-25.9	1.1	10.8	5.7	60.9	36.2	-3.1	5.2	0.4
COCCN(CCOC)S(=O)(=O)c1ccc(C(=O)Nc2nc(-c3ccncc3)cs2)cc1	-3.1	2.3	15.8	-1.2	34.1	-28.6	2.8	4.5	3.5
CCN(CC)c1ccc(NC(=O)c2cnc3ccccn3c2=O)c(C)c1	1.9	1.6	7.5	-9.8	80.8*	-17.0	-1.5	-21.7[fluorescence artefact?]	2.0
OC(COc1ccc(Cl)c2ccccc12)CN1CCN(c2ccccn2)CC1 (centres undefined)	-15.4	0.5	9.0	8.1	2.2	-35.0	8.2	-7.5	0.8
Cc1cc(C)n(CCN(C)c2nc3nonc3nc2NC2CC2)n1	-0.9	0.3	6.5	-20.6	1.5	18.2	0.6	9.8	0.4
Cc1ccc(NC(=O)Nc2ccccc2C(N)=O)cc1	-0.7	-0.7	12.3	9.3	23.9	-19.2	.	-5.5	-4.5
O=C(c1cccs1)N1CCC2(O)CCCCC2C1c1ccc(F)cc1 (centres undefined)	5.3	-0.8	5.3	-1.7	1.6	1.1	12.6	9.1	-2.2
COc1cccc(NC(=O)CN2C(=O)C(c3ccc(C)cc3)=NC23CCCCCC3)c1	-8.0	-0.3	4.8	-0.5	25.3	15.8	-2.0	-10.1	0.7
C/C(=N\NC(=O)C1=NNC(=O)C1C)c1cccs1 (centres undefined)	7.3	-0.1	7.5	15.1	-4.9	34.7	0.6	-12.8	1.2
O=C1/C(=C/c2ccc([N+](=O)[O-])cc2)CCc2ccccc21	-3.4	0.0	2.4	32.9	-0.5	13.5	.	4.8	-1.2
Cc1cc(C)c(S(=O)(=O)NCC23C=CC(O2)C2C(=O)N(c4ccccc4)C(=O)C23)c(C)c1 (centres undefined)	11.3	-0.2	12.3	0.3	10.4	-36.6	3.3	6.2	0.6
CCOC(=O)CC(=O)CSc1nc(-c2cccnc2)cc(C)c1C#N	-0.6	0.3	7.6	-3.3	7.5	17.5	-3.7	-4.3	0.8
COc1ccc(C2CC(c3ccccc3C)n3nc(N)nc3N2)cc1 (centres undefined)	-10.2	0.8	5.1	7.4	19.6	2.0	8.2	4.0	2.2
O=C(NNC(=O)c1ccccc1[N+](=O)[O-])c1ccccc1[N+](=O)[O-]	1.6	-0.4	7.8	11.2	17.3	11.1	1.9	-7.7	-0.1
COc1cccc(-c2csc(N3CCN(C(=S)Nc4ccccc4OC)CC3)n2)c1	-5.7	-0.1	13.9	10.0	12.1	-49.7	6.5	-24.6	-1.8
OC(COc1ccc(CN2CCCCO2)cc1)CN1CCCCC1 (centres undefined)	4.5	0.7	7.2	15.1	-10.9	-0.1	7.7	-2.2	0.7
COc1cccc(-c2nnc(SCc3nc4ccccc4s3)n2C)c1	2.4	-0.1	22.5	-7.6	17.5	-15.0	-1.0	0.5	-1.0
C=CCN1CN(S(=O)(=O)c2cccs2)c2nc3ccccc3nc21	-6.2	0.1	8.5	15.7	-4.3	38.0	1.5	48.0	-0.3
Cc1cnn(-c2cc(N/N=C/c3ccccc3)ncn2)c1	10.5	0.8	6.2	25.3	47.2	28.1	0.2	-8.5	0.8
CCN(CC)C(=O)CSc1nnc(-c2cnccn2)n1-c1ccc(C)cc1	10.2	0.5	2.7	-22.1	25.3	11.3	1.5	8.7	1.7
Cc1cc(C)c(OCCN2CC(C)OC(C)C2)c(Br)c1 (centres undefined)	-5.7	-1.0	11.4	22.2	-2.5	-26.2	9.0	64.2	-2.8
CN1CCN(c2oc(/C=C/c3ccccc3)nc2C#N)CC1	-17.6	0.7	11.3	23.2	8.1	-20.8	.	11.1	1.0
O=C(O)CCc1ccc(-c2cccs2)n1-c1ccc(C(=O)O)cc1	-3.9	0.9	16.6	9.3	0.1	-9.1	4.3	-11.5	0.9
CN(CC(=O)Nc1cccc2ccccc12)c1ccc(S(=O)(=O)N2CCOCC2)cn1	-0.2	1.1	5.7	21.6	4.3	-1.9	0.4	0.7	0.8
O=C(NCc1csc(-c2cccs2)n1)c1ccsc1	-4.0	-0.1	25.6	-7.1	11.1	-19.3	.	-4.5	-0.6

CHOP inhibitor: entries above that show a hit
compound | NPY1 pot ag | TRPML3 ag | CHOP inhibitor | EP2 mod | NPY Y1 blocker | 14-3-3 Bad inh
CCN(CC)c1ccc(NC(=O)c2cnc3ccccn3c2=O)c(C)c1 | 1.9 | 1.6 | 80.8* | -17.0 | -1.5 | -21.7[fluorescence artefact?]

Following part.
molecule	NPY1 pot ag	TRPML3 ag	PGE2 EP2 inh	PPC-1+TRAIL kill	CHOP inhibitor	EP2 mod	NPY Y1 blocker	14-3-3 Bad inh	TRPN1 ag
COc1ccc(-n2ccnc2SCC(=O)Nc2ccc(OC)cc2OC)cc1	9.8	0.1	8.1	24.0	25.6	5.7	7.1	-18.0	-0.2
S=C(N/N=C1\C2CN3CCN(C2)CC1(c1ccccc1)C3)Nc1ccccc1	12.0	0.9	8.2	0.8	17.9	4.3	0.7	-13.3[fluorescence artefact?]	-0.4
CS(=O)(=O)N(Cc1ccccc1)c1ccc(C(=O)NN=C2CCCCCC2)cc1	14.4	0.9	9.8	-1.8	13.2	7.3	6.9	-15.2[fluorescence artefact?]	-0.1
Cc1ccc(CN2CC(C(=O)Nc3ccc(F)c([N+](=O)[O-])c3)CC2=O)cc1 (centres undefined)	81.2*	0.5	8.0	1.7	26.6	-65.6	-10.2	-11.4	-1.5
Cc1ccc(CN2CCSc3ccc(C(=O)N4CCN(c5ncccn5)CC4)cc32)cc1	6.1	0.3	9.9	4.8	48.1	1.9	7.4	-13.2[fluorescence artefact?]	2.4
COC(=O)C1Cc2c([nH]c3ccccc23)C(C)N1 (centres undefined)	30.6	1.1	3.1	-0.9	46.8	8.6	1.4	13.2[fluorescence artefact?]	0.4
O=S(=O)(c1cccs1)N1CN(C2CCCC2)c2nc3ccccc3nc21	7.9	0.2	8.5	-18.5	8.9	33.0	.	2.3	-0.9
COc1ccc(C2C3=C(NCCN=C3c3ccccc3)C(=O)N2c2ccccc2)c(OC)c1 (centres undefined)	-4.9	0.6	5.8	17.6	-11.9	-12.1	0.1	-1.6	-1.4
COc1ccc(CCN2C(=O)CC(C(N)=O)SC2=Nc2ccc(F)cc2)cc1OC (centres undefined)	6.2	0.9	3.2	7.8	12.3	-31.8	-2.9	3.7	0.7
NS(=O)(=O)c1ccc(-c2ccc(/C=N/NC(=O)c3ccc([N+](=O)[O-])cc3)o2)cc1	-5.4	1.3	6.4	8.2	-0.7	-66.8	.	1.4	-0.1
O=C(O)CCN(Cc1ccccc1)S(=O)(=O)c1ccc(Cl)cc1F	-23.2	0.0	1.7	20.3	-1.5	11.5	-0.1	-4.8	0.9
Cc1ccc(-c2cc(-c3c(C)nn(C)c(=O)c3N)[nH]n2)cc1	-2.5	1.2	3.4	2.2	7.1	-35.2	.	0.1	0.5
CC1=C(C(=O)Nc2ccc(C)cc2C)C(c2cccc(Cl)c2)n2nc(C(=O)OC(C)C)nc2N1 (centres undefined)	-3.0	0.6	10.0	-9.0	105.7*	-1.4	0.0	-6.2	0.5
O=C(Cn1cnc2ccccc2c1=O)NCC(=O)N1CCOCC1	-0.9	0.2	6.2	9.2	0.4	26.7	-3.4	5.2	2.1
C=CCNC(=O)CSc1nnc(-c2cccs2)o1	-3.3	0.6	4.3	0.2	-42.3	8.1	-1.2	-4.3	-0.5
COc1ccccc1C(CCNS(=O)(=O)c1ccc(C)cc1)c1ccco1 (centres undefined)	8.5	-0.9	4.2	20.7	51.2	56.6	1.9	-11.6[fluorescence artefact?]	-0.5
N=C1/C(=C\c2ccc(OC(=O)c3ccco3)cc2)C(=O)N=C2SC=NN12	-13.4	0.0	3.1	13.8	-14.9	-33.0	6.6	4.8	-0.8
CCOc1ccc(N(C(C)C(=O)NN=C2CCCCCCC2)S(C)(=O)=O)cc1 (centres undefined)	-7.0	0.4	5.7	4.0	11.4	6.9	2.0	-2.7	-1.4
CCN(CC)c1ccc(S(=O)(=O)N2CCOCC2)cc1NC(=O)CN1CCN(Cc2ccccc2)CC1	5.9	1.6	3.1	11.1	19.9	30.9	.	11.2	2.8
CN1C(=S)SC(C)(C)C1NO (centres undefined)	-12.1	0.7	2.4	5.7	24.5	19.7	11.1	-10.0	0.1
O=C(CP(=O)(c1ccccc1)c1ccccc1)Nn1cnnc1	3.3	-0.2	10.1	12.6	-2.8	3.7	-1.8	-2.7	0.6
COc1ccnc(N2CCN(c3cccc(C(F)(F)F)c3)CC2)c1C#N	-2.3	-0.2	7.7	4.8	33.0	-1.2	2.6	1.9[fluorescence artefact?]	2.0
COC(=O)c1cc(Cl)c(NC(=O)c2cc(OC)c(OC)c(OC)c2)cc1OC	2.8	0.4	7.8	10.2	-8.8	11.4	0.7	8.8	0.8

This is a subset; the hit share may differ from the screen's.
